GLS inh – glutaminase GLS (human) inhibition. O94925. GLS enzymatic activity, qHTS titration. Potency, µM (top dose mostly 45.5 µM), for inactives: top-dose activity change, negative = inhibition, most hits filed as inhibitors. 0.21% of 410,000 active. AID 624170
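Coupled fluorescence readout: glutamate oxidase/HRP/Amplex Red detect glutamate formed by hKGA from L-glutamine (1 mM solution added). Buffer 45 mM KH2PO4 pH 8.2, 0.02% Tween-20; reads at t0 and 30 min RT.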
12-LOX inh – ALOX12 (human) lipoxygenase inhibition | 1.1% of 580,000 active | purified 12hLO, xylenol orange hydroperoxide absorbance | Potency, µM (doses to about 108 µM), inactives show at the top dose activity change, negative = inhibition, most hits filed as inhibitors | AID 1671190
Target sequence (P18054 whole entry, looked up): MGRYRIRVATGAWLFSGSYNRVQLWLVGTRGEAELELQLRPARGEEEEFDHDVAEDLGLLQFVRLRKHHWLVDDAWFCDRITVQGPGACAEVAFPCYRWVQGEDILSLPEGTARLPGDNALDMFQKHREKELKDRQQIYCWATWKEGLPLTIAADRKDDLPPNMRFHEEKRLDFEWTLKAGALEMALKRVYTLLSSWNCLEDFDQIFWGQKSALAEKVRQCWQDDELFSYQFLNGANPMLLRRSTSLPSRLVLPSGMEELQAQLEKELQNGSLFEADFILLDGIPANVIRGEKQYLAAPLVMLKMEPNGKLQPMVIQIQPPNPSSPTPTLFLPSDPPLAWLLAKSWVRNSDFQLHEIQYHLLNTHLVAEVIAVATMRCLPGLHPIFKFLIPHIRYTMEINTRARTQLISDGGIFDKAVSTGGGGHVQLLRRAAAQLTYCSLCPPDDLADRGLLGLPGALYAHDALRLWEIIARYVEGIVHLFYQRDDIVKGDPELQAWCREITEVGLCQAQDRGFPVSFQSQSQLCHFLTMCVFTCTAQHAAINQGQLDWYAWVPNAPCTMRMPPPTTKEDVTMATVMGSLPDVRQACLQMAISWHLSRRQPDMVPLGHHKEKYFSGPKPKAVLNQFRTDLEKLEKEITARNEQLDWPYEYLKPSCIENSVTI
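Hydroperoxide product was detected by ferrous iron/xylenol orange as the 573 to 405 nm absorbance ratio. Arachidonic acid at 40 uM (final) was turned over for 30 min at room temperature by 150 nM human 12hLO, pH 7.0 Hepes buffer, after 15 min compound preincubation.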
Active calls of the source: *; u = inconclusive; [ ] = another dose, or the depositor's remark. Calls come from the whole dose curve; as a rule, active = well fitted inhibition curve with a large enough effect; inconclusive = small, poorly fitted or top-dose-only effect, or another doubt; inactive = no such curve, though single readings can be large or run the other way. % is set by controls: 0 for no effect and ±100 for the full control effect; potency is the fitted concentration of half-maximal effect. These rows are one share of the data; count on the stated rates, not on these rows.

GLS inh	12-LOX inh	SMILES
-14%	-7%	CCOC(=O)Cn1cc(Cn2c3ccccc3c(=O)n2C(C)C)nn1
-3%	u	COc1cc(Cn2c3ccc(NC(=O)CCc4ccccc4)cc3c(=O)n2C)ccc1F
36%[activator]	-6%	CN1CCN(c2ccc(CNC(=O)C3(C)Cc4c(-c5ccccc5)ccnc4O3)cc2)CC1 (stereo not drawn)
3%	-8%	CN(Cc1ccccc1)C(=O)Cn1nnc(-c2ccccc2)c1COc1ccccc1
-4%	-28%	CN1CCN(c2ncnc3c2ncn3[C@H]2CN(Cc3ccc4c(c3)OCO4)C[C@@H](CO)O2)CC1
3%	0%	CCc1nc2ccc(C(=O)Nc3cccc(NS(C)(=O)=O)c3)cn2c1N(CCC(C)C)CCN(C)C
-6%	5%	CSCCNC(=O)C1(C)CCN1C(=O)CCc1ccccc1 (stereo not drawn)
-5%	9%	CC1(C(=O)NCc2cccnc2)Cc2c(-c3cccc(C(F)(F)F)c3)ccnc2O1 (stereo not drawn)
16%	u	CCOC(=O)[C@H]1Nc2ccc(Cl)cc2[C@@H]2[C@H]1C1CC(c3ccccc31)N2C(=O)OCc1ccccc1 (stereo partly drawn)
0%	u	COc1ccccc1Cc1c(-c2ccco2)nc2c3ccccc3ccn12
3%	-2%	COc1cc(C)ccc1S(=O)(=O)NC(=O)C1(C)CCN1C(=O)c1ccc(C2CCCCC2)cc1 (stereo not drawn)
-2%	u	CCN(CC)c1ncnc2c1ncn2[C@H]1CN(Cc2ccc(Cl)cc2)C[C@@H](CO)O1
11%	-3%	Clc1cccc(CNc2ccn3nc(-c4ccccc4Cl)cc3n2)c1
-2%	u	Clc1ccc2nc(C3CCCCC3)c(CC3CCCCC3)n2c1
-4%	2%	COc1cccc(-c2cnc(C(O)c3c(C)ccc4ccccc34)[nH]2)c1 (stereo not drawn)
-20%	u	COc1ccc(Cc2c(C3CCCCC3)nc3ccc(Cl)cn23)c(C)c1

Arranged by value in 12-LOX inh (lowest first): some entries from above
GLS inh	12-LOX inh	SMILES
-4%	-28%	CN1CCN(c2ncnc3c2ncn3[C@H]2CN(Cc3ccc4c(c3)OCO4)C[C@@H](CO)O2)CC1
-14%	-7%	CCOC(=O)Cn1cc(Cn2c3ccccc3c(=O)n2C(C)C)nn1
36%[activator]	-6%	CN1CCN(c2ccc(CNC(=O)C3(C)Cc4c(-c5ccccc5)ccnc4O3)cc2)CC1 (stereo not drawn)
11%	-3%	Clc1cccc(CNc2ccn3nc(-c4ccccc4Cl)cc3n2)c1
3%	-2%	COc1cc(C)ccc1S(=O)(=O)NC(=O)C1(C)CCN1C(=O)c1ccc(C2CCCCC2)cc1 (stereo not drawn)
3%	0%	CCc1nc2ccc(C(=O)Nc3cccc(NS(C)(=O)=O)c3)cn2c1N(CCC(C)C)CCN(C)C
-4%	2%	COc1cccc(-c2cnc(C(O)c3c(C)ccc4ccccc34)[nH]2)c1 (stereo not drawn)

Next part
GLS inh	12-LOX inh	SMILES
2%	u	COc1ccc(Cn2cc(CN(C)C3CN(Cc4cn(Cc5ccc(OC)cc5)nn4)S(=O)(=O)C3)nn2)cc1 (stereo not drawn)
4%	-12%	CN1OC[C@@H]2CN(C(=O)CCc3ccccc3)[C@H](c3ccccc3Br)C[C@@H]21
-3%	-10%	CCNC(=O)C1(C)CCCN1C(=O)c1ccc(-c2ccccc2)cc1 (stereo not drawn)
4%	u	Cc1ccc(C(c2nc3ccccc3[nH]2)n2c(-c3ccccc3)nc3ccccc32)cc1 (stereo not drawn)
-18%	-20%	CCOC(=O)[C@]12CCC=C1N(CCC1=CCCCC1)C(=O)[C@H](CC(=O)NCc1cccc(C(F)(F)F)c1)C2
-19%	-20%	CC(C)N1CCC(C)(C(=O)Nc2cccc(Oc3ccccc3)c2)C1 (stereo not drawn)
17%	u	COCCc1ccc(OC2(C)CCN(Cc3ccc(OC)c4ccccc34)C2)cc1 (stereo not drawn)
-3%	2%	COc1ccc(NC(=O)C2Cc3c(-c4ccccc4Oc4ccccc4)ccnc3O2)cn1 (stereo not drawn)
75%[activator]	1%	COc1ccc(-c2c(C(=O)c3ccccc3)[nH]c(N)c2C(=O)NCc2ccccc2)cc1OC
5%	u	OC[C@@H]1CN(Cc2ccco2)C[C@H](n2cnc3c(Nc4ccccc4)ncnc32)O1
0%	u	Fc1ccc(-c2ccc3nccn3c2)cc1Cl
-30%	u	O=C(NCCN1CCC(n2c(=O)[nH]c3ccccc32)CC1)c1ccncc1
-29%	3%	CCCNC(=O)C1(C)CCN1C(=O)c1cc(C)n(C)n1 (stereo not drawn)
-2%	-3%	CNc1ccc2ncc(-c3ccc(OC)c(OC)c3)n2n1
-1%	16%	CN(C)CCCCCCN(C)C
0%	-10%	CC1(Cc2ccc(Cl)s2)C(=O)Nc2c(Cl)ccc(Cl)c21 (stereo not drawn)
-1%	-15%	OCCNc1ncnc2c1ncn2[C@H]1CN(Cc2ccc(Cl)cc2)C[C@@H](CO)O1
1%	-12%	Cn1cc(-c2ccc3c(c2)OCO3)c2ccccc21
9%	22µM*	CC(NC(=O)C1CCN(CCOc2ccc(Cl)cc2)CC1)c1cccc2ccccc12 (stereo not drawn)
-9%	u	COc1cccc(C(C)(O)c2nc(-c3cncnc3)cs2)c1 (stereo not drawn)
23%	-8%	CNc1cncc(-c2cccc(O)c2)n1
-13%	u	COCCCn1cc(CN2CC(N3CCN(CCN(C)C)CC3)CS2(=O)=O)nn1 (stereo not drawn)
0%	13%	CC1(C(=O)Nc2ccc(Cl)c(Cl)c2)CCN1C(=O)Cc1cccc2ccccc12 (stereo not drawn)
23%	-21%	COc1cc(CNC(=O)Nc2nc(C(N)Cc3ccc(Cl)cc3)cs2)cc(OC)c1OC (stereo not drawn)
41%[activator]	u	CN(C)c1ccc(NC(=S)Nc2ccc3c(c2)c(=O)n(C)n3-c2ccc(C(C)(C)C)cc2)cc1
-22%	0%	COc1ccc(NC(=O)C2c3ccccc3OCC(=O)N2CC(F)(F)F)cc1 (stereo not drawn)
-3%	-66%	CCCCC1Cc2[nH]c(=S)[nH]c(=O)c2C(c2ccc(F)cc2)O1 (stereo not drawn)
-1%	u	CC(O)(c1cccc(F)c1)c1nc(-c2ccoc2)cs1 (stereo not drawn)
0%	-1%	CCCCNC(=O)c1nc(C2CCN(S(=O)(=O)c3c(F)cccc3F)CC2)oc1-c1ccccc1
-1%	u	C=CCN(CC=C)Cc1cc(=O)oc2ccc3ccccc3c12
3%	-59%	O=C(NC1CCCC1)C1c2ccccc2OCC(=O)N1CC(F)(F)F (stereo not drawn)
3%	-3%	Cc1cccc(Cl)c1NC(=O)NCCCN1CCCCC1C (stereo not drawn)
-2%	u	Cc1ccc2nc(-c3ccco3)c(Cc3cccc(F)c3)n2c1
0%	0%	CC1=C(C(=O)N(C(C)C)C(C)C)CC(CC(=O)NC(c2ccccc2)c2ccccc2)C(=O)N1CCCN1CCCC1=O (stereo not drawn)
17%	u	CCN(Cc1ccccc1)c1cc2c(c3c1ccn3C)C1CCC2O1 (stereo not drawn)
7%	5%	Cc1ccsc1CNC(=O)C1(C)CCCN1CC(C)C (stereo not drawn)
-2%	-6%	COc1cc(-c2cnc3c(NC=O)cc(-c4ccccc4)cn23)cc(OC)c1OC
7%	u	COc1ccc(C(c2nnnn2C(C)(C)C)N2CCN(C/C=C/c3ccccc3)CC2)cc1 (stereo not drawn)
77%[activator]	u	COc1cc(C=C2C(=O)C=CC2=O)ccc1O
-3%	1%	Cc1cccc(C(=O)N2CCC(C)(C(=O)NS(=O)(=O)C3CC3)C2)c1C (stereo not drawn)
5%	35µM*	COc1ccc(Nc2nc3cc(-c4ccccc4C)sc3c(=O)n2C)cc1OC
3%	7%	COc1cccc(C(O)c2ncc(-c3cccc(C(F)(F)F)c3)[nH]2)c1 (stereo not drawn)
6%	2%	CC(=O)N1CCCC(C)(C(=O)Nc2cccc(OC(C)C)c2)C1 (stereo not drawn)
12%	-25%	COc1ccc(C2CC=C(C(C)=O)CN2S(=O)(=O)c2ccccc2)cc1 (stereo not drawn)
6%	-4%	CCCNC(=O)C1(C)CCCN(C(=O)c2c(C)noc2C)C1 (stereo not drawn)
-5%	-1%	CC=C1OC(n2cnc3c(N)ncnc32)C(O)C1O (stereo not drawn)
1%	-22%	COc1cc(CNC(=O)c2cc(-c3ccc(F)cc3OC)n[nH]2)cc(OC)c1
2%	-18%	CCOC(=O)C1=CCN(S(=O)(=O)c2ccc(F)cc2)C1c1cccc(Cl)c1 (stereo not drawn)
26%	-3%	CC(C)(C(=O)N1CCC1(C)C(=O)NS(=O)(=O)c1cccc(Cl)c1)c1ccccc1 (stereo not drawn)
-5%	-14%	CCNC(=O)C1(C)CCN(C(=O)c2ccc(C#N)cc2)C1 (stereo not drawn)
-2%	-2%	CCC(=O)N1CCCC(C)(C(=O)Nc2ccc(C)c(C)c2)C1 (stereo not drawn)
-3%	-5%	COC(=O)[C@]12CCCCC=C1N(CCC1=CCCCC1)C(=O)[C@H](CC(=O)NCCCN1CCCC1=O)C2
16%	-26%	CC1(Oc2cccnc2Cl)CCN(Cc2ccc(OC(F)(F)F)cc2)C1 (stereo not drawn)
7%	-6%	OC[C@@H]1CN(CCN2CCOCC2)C[C@H](n2cnc3c(NC4CCC4)ncnc32)O1
4%	-9%	CC(C)C[C@H]1CN(CCCC[C@H]2CNC(=O)C(=O)N2CCc2ccc(O)cc2)C(=O)C(=O)N1Cc1ccccc1
-3%	-10%	COCCN1C(=O)CCC1(C)c1nnnn1-c1ccc2c(c1)OCCO2 (stereo not drawn)

Additional compounds.
GLS inh	12-LOX inh	SMILES
-9%	-6%	COCCN1C[C@@H](CO)O[C@@H](n2cnc3c(NC4CC4)ncnc32)C1
-3%	24%	CC(C)n1nnnc1C1c2ccccc2C(=O)N1Cc1ccccc1 (stereo not drawn)
-24%	7%	COc1ccccc1-c1cnc(C(O)c2cccc(F)c2)[nH]1 (stereo not drawn)
0%	u	COc1ccc(CN2CCC(C)(Oc3ccc(C(C)=O)cc3)C2)c2ccccc12 (stereo not drawn)
-4%	u	COc1ccc2c(C)cc(=O)oc2c1OCC(O)CN1CCOCC1 (stereo not drawn)
11%	8%	COc1ccc(C=C(C#N)C(=O)c2ccccc2)cc1
10%	8%	O=C(c1[nH]c(C(F)(F)F)nc1-c1ccccc1)N1CCC(Cc2ccccc2)CC1
2%	u	Cc1ccc(-c2cc(NC=O)c3ncc(-c4cnn(C)c4)n3c2)cc1
-12%	22%	CCCOc1ccc2nc(NC(=O)OC)sc2c1
1%	-17%	C[C@@H](NC(=O)[C@@H]1CCCN1C(=O)OC(C)(C)C)c1ccccc1
-8%	-19%	COc1cc(-c2cc3nc(NC4CCCCC4)ccn3n2)cc(OC)c1OC
4%	u	CC(C)Nc1nc(NCCN2CCCC2)c2sc(-c3ccccc3)cc2n1
1%	-1%	CC(=O)NC(C)(c1ccccc1)c1nc(-c2cccc3cccnc23)cs1 (stereo not drawn)
5%	-5%	CC1(Oc2cccc(C#N)c2)CCN(Cc2csc3ccccc23)C1 (stereo not drawn)
-5%	-15%	Cc1cc(Br)cn2c(Cc3ccccc3)c(-c3cccc(Cl)c3)nc12
-2%	-1%	CC(O)(c1ccncc1)c1nc(-c2cccc(C(F)(F)F)c2)cs1 (stereo not drawn)

Sorted by SMILES length (smallest number first): part of the list above
GLS inh	12-LOX inh	SMILES
5%	-5%	CC1(Oc2cccc(C#N)c2)CCN(Cc2csc3ccccc23)C1 (stereo not drawn)
4%	u	CC(C)Nc1nc(NCCN2CCCC2)c2sc(-c3ccccc3)cc2n1
-2%	-1%	CC(O)(c1ccncc1)c1nc(-c2cccc(C(F)(F)F)c2)cs1 (stereo not drawn)
-5%	-15%	Cc1cc(Br)cn2c(Cc3ccccc3)c(-c3cccc(Cl)c3)nc12
1%	-1%	CC(=O)NC(C)(c1ccccc1)c1nc(-c2cccc3cccnc23)cs1 (stereo not drawn)
1%	-17%	C[C@@H](NC(=O)[C@@H]1CCCN1C(=O)OC(C)(C)C)c1ccccc1
10%	8%	O=C(c1[nH]c(C(F)(F)F)nc1-c1ccccc1)N1CCC(Cc2ccccc2)CC1

The list continues.
GLS inh	12-LOX inh	SMILES
-5%	0%	CC1(C(=O)NCc2ccco2)Cc2c(-c3ccccc3)ccnc2O1 (stereo not drawn)
6%	2%	COc1ccc(NC(=O)c2cc(C3CCCCN3C(=O)C3CC3)on2)c(C)c1 (stereo not drawn)
-3%	u	CC(C)(C)S(=O)N1Cc2cc(C(=O)NCc3ccc4c(c3)OCO4)nc(-c3cccc(-c4cc5ccccc5o4)c3)c2[C@@H]1CCO (stereo partly drawn)
8%	-21%	CCOC(=O)CNC(=O)N(C)[C@H]1C[C@H]2c3[nH]c4ccccc4c3CCN2C(=O)[C@H]1[C@H](C)O

Gathered by group, those above with bromine
GLS inh	12-LOX inh	SMILES
4%	-12%	CN1OC[C@@H]2CN(C(=O)CCc3ccccc3)[C@H](c3ccccc3Br)C[C@@H]21
-5%	-15%	Cc1cc(Br)cn2c(Cc3ccccc3)c(-c3cccc(Cl)c3)nc12

Bioassay records from PubChem.
